IMPase Li inh – cell-permeable IMPase inhibitors with lithium potentiation; Potency, µM (titrated, usually from 59.4 µM), for the others: at the highest dose activity, negative = IMPase inhibition, hits mostly inhibitors; CHO-M1 cells, IP1 TR-FRET (IP-One), carbachol + lithium; AID 1457; 210,000 compounds, 0.35% hits;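 also: IP1 builds up when IMPase is blocked and the TR-FRET signal falls; potency is read from the fitted curve at half-maximal effect; plate controls were basal vehicle for no effect and high inhibitor control for full effect; nearly all actives have a fitted effect of over 50% in size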
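Readout is a homogeneous TR-FRET IP1 immunoassay (Ex 320, Em 665 and 620), where raised cytosolic IP1 lowers signal. Cells were CHO-M1 treated 30 min at 37C with test compounds plus a little lithium; AC50 values came from Hill-equation fitting.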
NPSR antag – blocks cAMP signaling of the human neuropeptide S receptor; Q6W5P4; CHO-NPSR cells, cAMP TR-FRET, antagonist mode; Potency, µM (highest dose often 38.3 µM), for inactives: at the top dose activity change, negative = inhibition, most hits filed as inhibitors; 220,000 compounds, 1% hits; AID 1461; also: potency is read from the fitted curve at half-maximal effect; % is scaled to controls: 0 for no effect and ±100 for the full control effect; nearly all actives have a fitted effect of over 50% in size; many of its hits are not listed in these tables
Target sequence (Q6W5P4 whole entry, looked up): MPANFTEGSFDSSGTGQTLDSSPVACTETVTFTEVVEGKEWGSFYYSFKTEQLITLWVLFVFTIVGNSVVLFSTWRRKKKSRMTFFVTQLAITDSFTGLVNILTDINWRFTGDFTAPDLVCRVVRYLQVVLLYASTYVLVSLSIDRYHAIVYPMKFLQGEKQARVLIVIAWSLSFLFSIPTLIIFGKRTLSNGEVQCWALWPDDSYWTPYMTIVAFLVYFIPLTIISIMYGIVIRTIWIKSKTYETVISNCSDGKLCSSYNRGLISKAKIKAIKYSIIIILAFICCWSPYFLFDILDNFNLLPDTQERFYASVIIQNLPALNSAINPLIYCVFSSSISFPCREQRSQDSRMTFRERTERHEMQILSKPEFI
L3MBTL1 inh – blocks human L3MBTL1. Q9Y468. AlphaScreen L3MBTL1–H3K9me1 peptide binding. Potency, µM (top dose mostly 57.1 µM), without a hit: at the top dose activity, negative = inhibition, usual class: inhibitors. 230,000 compounds, 0.66% hits. AID 485360; also: potency is read from the fitted curve at half-maximal effect; % is scaled to controls: 0 for no effect and ±100 for the full control effect; nearly all actives have a fitted effect of over 60% in size
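Read-out is AlphaScreen signal from streptavidin donor and nickel chelate acceptor beads (10 ug/mL final each) bridging L3MBTL1 (50 nM) and biotinylated K9-monomethylated H3(1-15) peptide (75 nM), after 30 min compound exposure at room temperature.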
Epigenetic derep – regulators of epigenetic silencing causing reporter derepression in mouse cells. murine LDR cells, GFP reporter derepression, 30 h. Potency, µM (titrated, usually from 53.9 µM), inactives show at the top dose GFP activation, usual class: activators. 280,000 compounds, 0.2% hits; also: potency is read from the fitted curve at half-maximal effect; % of control where 0% means no effect; nearly all actives have a fitted effect of over 60% in size
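GFP-positive cell count by laser-scanning cytometry (objects 20–120 um) after 30 h, 37 C compound exposure of murine LDR cells; reporter is CMV-GFP integrated at a silenced locus, inducible by HDAC or DNMT inhibitors.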
Luc counter – counter-screen: inhibitors of Kinase-Glo firefly luciferase; Potency, µM (highest dose often 38.3 µM), for inactives: top-dose activity change, negative = inhibition, hits mostly inhibitors; 200,000 compounds, 0.28% hits; Q27757; Kinase-Glo luciferase, ATP luminescence, 8 min; also: potency is read from the fitted curve at half-maximal effect; % is scaled to controls: 0 for no effect and ±100 for the full control effect; nearly all actives have a fitted effect of over 60% in size
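Kinase-Glo luciferase light output from ATP and luciferin was measured with 10 uM ATP, within the enzyme's linear range. Buffer: 50 mM imidazole pH 7.2, 50 mM KCl, 7 mM MgCl2, 0.01% Tween 20, 0.05% BSA; luminescence read after 8 min at ambient temperature.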
CBFb-RUNX1 inh – inhibitors of human CBF-beta and RUNX1 interaction; Q01196+Q13951; AlphaScreen CBFb-His/RUNX1-biotin binding, biochemical; Potency, µM (doses to about 59.8 µM), without a hit: top-dose activity, negative = inhibition, usual class: inhibitors; 230,000 tested, under 10 active; also: % of control where 0% means no effect
Target sequence (Q01196 whole entry, looked up): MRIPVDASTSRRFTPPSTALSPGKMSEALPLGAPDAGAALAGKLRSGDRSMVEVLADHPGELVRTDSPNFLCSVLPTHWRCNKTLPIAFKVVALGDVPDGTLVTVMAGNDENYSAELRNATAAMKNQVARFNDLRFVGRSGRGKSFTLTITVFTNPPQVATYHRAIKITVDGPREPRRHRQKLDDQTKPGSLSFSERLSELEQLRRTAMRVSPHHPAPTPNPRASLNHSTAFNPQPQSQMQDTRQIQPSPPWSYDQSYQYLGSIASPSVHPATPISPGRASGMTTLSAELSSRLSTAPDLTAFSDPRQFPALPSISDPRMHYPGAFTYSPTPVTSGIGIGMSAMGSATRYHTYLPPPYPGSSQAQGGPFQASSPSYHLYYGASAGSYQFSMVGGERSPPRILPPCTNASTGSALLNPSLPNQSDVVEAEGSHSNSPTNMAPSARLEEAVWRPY
Target sequence (Q13951 whole entry, looked up): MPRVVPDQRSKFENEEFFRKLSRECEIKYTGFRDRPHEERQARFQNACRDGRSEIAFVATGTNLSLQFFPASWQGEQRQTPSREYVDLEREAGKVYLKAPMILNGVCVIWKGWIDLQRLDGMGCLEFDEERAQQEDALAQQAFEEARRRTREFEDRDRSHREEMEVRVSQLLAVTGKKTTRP
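CBF-beta (His) and RUNX1 (biotin), 30 nM each; 20 min preassociation; + compound, 15 min; + beads 50 ng each (Ni, streptavidin), 90 min; RT; AlphaScreen read.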
HTT aggregate – inhibitors of mutant huntingtin aggregate formation in PC12 cells. Potency, µM (doses to about 46.1 µM), for inactives: at the top dose activity change, negative = inhibition, hits mostly inhibitors. PC12 HttQ103-GFP aggregates, Acumen cytometry, 40 h. 220,000 compounds, 1.1% hits; also: potency is read from the fitted curve at half-maximal effect; % is scaled to controls: 0 for no effect and ±100 for the full control effect; nearly all actives have a fitted effect of over 60% in size
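Using laser scanning cytometry, GFP-positive aggregates were counted after lysis of PC12 cells induced with 100 nM tebufenozide to express HTT exon 1 Q103–GFP. Compounds were tested in titration.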
Starred values were filed as active, the others as inactive; u = inconclusive; x = not tested or not shown; & = joins results of further samples; [ ] = remark or other dose. Calls follow the shape of the dose curve; as a rule, active = well fitted curve in the direction sought with a large enough effect; inconclusive = small, poorly fitted or top-dose-only effect, or another doubt; inactive = no such curve, though single readings can be large; an effect the other way counts as inactive or inconclusive. A portion of the library; the hit share may differ from the screen's.

SMILES | IMPase Li inh | NPSR antag | L3MBTL1 inh | Epigenetic derep | Luc counter | CBFb-RUNX1 inh | HTT aggregate
COc1ccc(NS(=O)(=O)c2ccc(Oc3cccc(C(=O)O)c3)cc2)cc1 | 0% | 1% | 5% | -0.6% | 0% | 5% | -5%
COc1cccc(NC(=O)Nc2ccccc2SC)c1 | 2% | -5% | 7% | 0.1% | -22% | 10% | -3%[9.22 µM]
O=S1(=O)CC(O)C(NCc2ccco2)C1 (stereo unspecified) | 28%[38.3 µM] | -9%[46.1 µM] | x | 2.0% | 1% | 5% | -10%
CC(C)(O)C(=O)NNC(=S)NCc1ccco1 | -9% | 8% | -4%[11.4 µM] | -1.2% | 3% | -3% | 3%
CC1CN(Cc2c(O)ccc3c(=O)c(-c4ccccc4)coc23)CC(C)O1 (stereo unspecified) | 3% | -14% | 4% | -1.1% | -1% | 5% | -28%[9.22 µM]
S=C(NCC1CCCO1)Nc1cccc(Cl)c1 (stereo unspecified) | 4% | 12% | 7% | 5.9% | 1% | 1% | u
O=C(CCNS(=O)(=O)c1cccc2nsnc12)Nc1ccc2c(c1)OCCO2 | 10%[38.3 µM] | -5%[46.1 µM] | x | -1.0% | -4% | 2% | 13%
CCOc1ccc(C(=O)CC(NCc2cccs2)C(=O)O)cc1 (stereo unspecified) | 9% | -39% | -4% | -1.0% | -1% | 4% | u
O=S(=O)(NCc1ccc(Cl)cc1)c1cnc[nH]1 | 13%[38.3 µM] | -7%[46.1 µM] | 21% | 0.9% | 3% | 7% | -13%
Cc1ccc(NC(=S)NCCC(c2ccccc2)c2ccccc2)c(C)c1 | 14% | -28%[46.1 µM] | -4% | -1.1% | 0% | -24% | 13µM*
COc1ccc(C2/C(=C(/O)c3ccc(C)cc3)C(=O)C(=O)N2CC2CCCO2)cc1OC (stereo unspecified) | 4% | -1% | 9% | 9.3% | -2% | -3% | 13%[9.22 µM]
NC(=O)c1ccc(NC(=O)COC(=O)c2c3c(nc4ccccc24)/C(=C\c2cccs2)CCC3)cc1 | 10% | -38% | 19% | -0.9% | -3% | 20% | u
COc1ccc(C(=O)O/N=C(\C)c2ccccc2)cc1 | 8%[38.3 µM] | 1%[46.1 µM] | 2% | 0.1% | 13µM* | 4% | 9%
O=C(NC1CSC/C1=N\O)c1ccccc1 (stereo unspecified) | 8%[38.3 µM] | 1%[46.1 µM] | -1% | 1.7% | -2% | -3% | 17%
CC(C)C[C@H](N)c1nnc(S(=O)(=O)Cc2cccc(F)c2)o1 | 39%[activator][38.3 µM] | -29%[46.1 µM] | x | 0.0% | 0% | 3% | u
COc1cccc(C(=O)Nc2cc([N+](=O)[O-])ccc2N2CCN(C)CC2)c1 | -7%[38.3 µM] | -13%[46.1 µM] | 1% | -1.8% | -2% | 0% | u
C=CCn1c(SCC(=O)NC2CCCc3ccccc32)nnc1-c1ccncc1 (stereo unspecified) | 5% | -2% | 5% | 1.0% | -2% | 0% | -25%
COc1cc(OC)c(-c2noc(C(=O)OC(C)(C)C)c2C(=O)OC(C)(C)C)c(OC)c1 | 10% | -22% | -10% | 0.1% | 0% | 4% | 5%
COc1cc(/C=C/C(=O)C2C(=O)C=C(C)OC2=O)cc(OC)c1O (stereo unspecified) | 14% | -27% | -12% | 0.0% | -7% | -10% | u
CC(/C=N/NC(=O)C(O)c1ccccc1)=C\c1ccccc1 (stereo unspecified) | 7%[38.3 µM] | -12%[46.1 µM] | -6% | -0.9% | -1% | 2% | -6%

Exported with each value named: part of the list above
Cc1ccc(NC(=S)NCCC(c2ccccc2)c2ccccc2)c(C)c1
  IMPase Li inh: 14%; NPSR antag: -28%[46.1 µM]; L3MBTL1 inh: -4%; Epigenetic derep: -1.1%; Luc counter: 0%; CBFb-RUNX1 inh: -24%; HTT aggregate: 13µM*

COc1ccc(C2/C(=C(/O)c3ccc(C)cc3)C(=O)C(=O)N2CC2CCCO2)cc1OC (stereo unspecified)
  IMPase Li inh: 4%; NPSR antag: -1%; L3MBTL1 inh: 9%; Epigenetic derep: 9.3%; Luc counter: -2%; CBFb-RUNX1 inh: -3%; HTT aggregate: 13%[9.22 µM]

NC(=O)c1ccc(NC(=O)COC(=O)c2c3c(nc4ccccc24)/C(=C\c2cccs2)CCC3)cc1
  IMPase Li inh: 10%; NPSR antag: -38%; L3MBTL1 inh: 19%; Epigenetic derep: -0.9%; Luc counter: -3%; CBFb-RUNX1 inh: 20%; HTT aggregate: u

COc1ccc(C(=O)O/N=C(\C)c2ccccc2)cc1
  IMPase Li inh: 8%[38.3 µM]; NPSR antag: 1%[46.1 µM]; L3MBTL1 inh: 2%; Epigenetic derep: 0.1%; Luc counter: 13µM*; CBFb-RUNX1 inh: 4%; HTT aggregate: 9%

Next results:
SMILES | IMPase Li inh | NPSR antag | L3MBTL1 inh | Epigenetic derep | Luc counter | CBFb-RUNX1 inh | HTT aggregate
Cc1cc2cc3c(C)cc(=O)oc3c(C)c2o1 | 4%&4% | x | x | -1.3% | -4% | 4% | 0%[20.6 µM]
Cc1ccc(Sc2cc(C)nc(-c3ccccn3)n2)cc1 | x | -7% | -26% | 0.0% | x | -8% | 11%[9.22 µM]
COCc1nnc(N)s1 | 23%[38.3 µM] | 2%[46.1 µM] | x | 0.0% | 0% | 1% | -12%
CC(=O)c1cccc(N(CC(=O)N2CCCC2)S(C)(=O)=O)c1 | -3%[38.3 µM] | -9%[46.1 µM] | 0% | -6.3% | 1% | 13% | -2%
Cc1cc(C)cc(-n2c(SC(C)C(=O)NCc3ccc4c(c3)OCO4)nc3ccccc3c2=O)c1 (stereo unspecified) | 6% | -38% | 0% | -1.0% | 0% | -12% | -12%
Cc1ccc(C)c(C(=O)COc2ncnc3ccccc23)c1 | 1% | -9% | 4% | 0.0% | -1% | u | -8%
C=C1c2cc(C)ccc2NC(=O)N1c1ccccc1 | -3% | 3% | 1% | 0.0% | 1% | u | 0%
CCN(CC)CCn1c(N)nc2ccccc21 | x | 12% | x | 2.4% | x | 2% | -22%[9.22 µM]
COC(=O)C1C(=O)OC(C)(C)C1C(C)C(=O)c1ccccc1 (stereo unspecified) | 31%[38.3 µM] | -7%[46.1 µM] | x | 0.0% | 18% | 2% | -5%
COc1ccc(NC(=O)CN2CCC(C(N)=O)(N3CCCCC3)CC2)cc1 | 13%[38.3 µM] | -7%[46.1 µM] | x | 11% | -3% | 5% | -11%
CC(C)NC(=O)C1CCN(C(=O)c2ccc(-c3ccccc3)cc2)CC1 | -3%[38.3 µM] | -11%[46.1 µM] | x | 0.0% | 11% | -2% | 7%
CCNc1nc(NCC)nc(C(=O)NN)n1 | 3% | 4%[46.1 µM] | 4µM* | 2.3% | 1% | -4% | -1%
CCCC(=O)Nc1nc2c(c(=O)[nH]1)CCCC2 | 10%[38.3 µM] | 0%[46.1 µM] | x | -0.5% | -4% | -1% | -29%
CCn1c(SCC(=O)c2ccc(Cl)cc2)nnc1-c1cccs1 | 22%[38.3 µM] | -19%[46.1 µM] | x | -3.8% | -2% | 9% | 3%
CC1(C)CC(=O)c2cnc(N)nc2C1 | -21%[38.3 µM] | -2%[46.1 µM] | -7% | -3.2% | 1% | 7% | 0%
CC1CCC2(CC1)NC(=O)N(CC(=O)NC(=O)Nc1ccc3c(c1)OCCO3)C2=O (stereo unspecified) | x | 1%[7.67 µM] | 58%[activator] | 5.2% | x | 3% | -3%[9.22 µM]
CC1(CC(=O)Nc2ccccc2)NC(=S)N(c2ccccc2)N1 (stereo unspecified) | 0% | 12% | -1% | 1.1% | 4% | 4% | 1%
Cc1cccc(NC(=O)CN2C(=O)NC(Cc3ccccc3)C2=O)c1 (stereo unspecified) | 9%[38.3 µM] | -14%[46.1 µM] | x | -2.9% | -2% | -3% | 0%
CCO[C@H]1OC(C(N)=O)=C[C@@H](c2ccc(Br)cc2)[C@@H]1CCCO | -4% | 10% | 6% | -2.9% | x | 18% | 5%[9.22 µM]
COc1ccc(Nc2ccncc2[N+](=O)[O-])cc1 | -3% | 2% | x | 0.0% | -1% | -5% | u

3 compounds out of the list, ordered by formula weight, ascending:
SMILES | IMPase Li inh | NPSR antag | L3MBTL1 inh | Epigenetic derep | Luc counter | CBFb-RUNX1 inh | HTT aggregate
Cc1cc2cc3c(C)cc(=O)oc3c(C)c2o1 | 4%&4% | x | x | -1.3% | -4% | 4% | 0%[20.6 µM]
CCCC(=O)Nc1nc2c(c(=O)[nH]1)CCCC2 | 10%[38.3 µM] | 0%[46.1 µM] | x | -0.5% | -4% | -1% | -29%
CCn1c(SCC(=O)c2ccc(Cl)cc2)nnc1-c1cccs1 | 22%[38.3 µM] | -19%[46.1 µM] | x | -3.8% | -2% | 9% | 3%

Carrying on.
SMILES | IMPase Li inh | NPSR antag | L3MBTL1 inh | Epigenetic derep | Luc counter | CBFb-RUNX1 inh | HTT aggregate
COc1cc(C=O)ccc1OC(=O)c1ccncc1 | 7% | 15% | 18% | 1.1% | -1% | -1% | 8%[9.22 µM]
Cc1noc(C)c1S(=O)(=O)N(CC(=O)NCc1ccc2c(c1)OCO2)c1ccc(C(C)C)cc1 | 13%[38.3 µM] | -19%[46.1 µM] | x | 0.8% | 2% | -3% | -4%
CCOC(=O)c1cnn(-c2ccccc2)c1NC(=O)CSc1nnc(-c2cccs2)n1CC | -1%[38.3 µM] | -11%[46.1 µM] | x | -0.2% | -3% | 0% | u
CC(=O)C1=C(C)NC(=O)NC1c1cc(Br)ccc1OCC#N (stereo unspecified) | 15% | -3%[46.1 µM] | 8% | 0.0% | 2% | 4% | -17%
Cc1cc(OCC(=O)N(C)C)c2c(-c3ccccc3)cc(=O)oc2c1 | 4%[38.3 µM] | -25%[46.1 µM] | x | -0.2% | -3% | 10% | 13%
